# Assay outcomes as filed in PubChem.
# CHOP inhibitor: blocks CHOP induction under ER stress | CHO-K1 CHOP-promoter luciferase, tunicamycin-induced, 15-18 h | inhibition, % at 10 µM | 220,000 compounds, 3.8% hits | AID 2732;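 active = compounds that reduced the stress-induced luciferase reporter signal by more than about 70% of percent inhibition, limit read from the data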;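 also: 0% = tunicamycin plus vehicle and 100% = wells without tunicamycin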
# 14-3-3 Bad inh: disrupts binding of bovine 14-3-3 zeta to phospho-Bad peptide. P63103. TR-FRET 14-3-3zeta/Dy647-pBad peptide displacement, 1 h. inhibition, % at 21.7 µM. 220,000 compounds, 0.71% hits;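 active = inhibition above about 70%, limit read from the data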;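 also: 0% = full 14-3-3 plus peptide FRET controls and 100% = background without 14-3-3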
# Target sequence (P63103 whole entry, looked up): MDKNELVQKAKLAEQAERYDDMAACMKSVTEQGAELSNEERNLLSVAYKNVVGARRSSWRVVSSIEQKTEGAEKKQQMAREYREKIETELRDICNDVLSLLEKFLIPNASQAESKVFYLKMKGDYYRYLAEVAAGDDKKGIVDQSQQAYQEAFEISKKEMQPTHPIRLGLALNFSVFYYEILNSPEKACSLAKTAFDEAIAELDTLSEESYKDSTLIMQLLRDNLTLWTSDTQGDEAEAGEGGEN
# zfTRPN1 agonist: activates the zebrafish TRPN1 channel. activation, % at 3 µM. 220,000 compounds, 0.18% hits. AID 1424. HEK293 zebrafish TRPN1-YFP, Fluo-8 calcium fluorescence; 100% = response to 87 µM carbachol;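 active = activation above its plate's cutoff, the mean activation of test wells on that plate plus 3 SD, cut at about 19% in these data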;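 also: 0% = DMSO alone and 100% = 87 µM carbachol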
#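 Control set: carbachol 87 µM as high control, DMSO as low control; system: HEK293 stable line with zebrafish TRPN1-YFP; read-out: % activation versus carbachol response; detection: intracellular calcium fluorescence with Fluo-8; doses: single test compound dose, 3 µM nominal, 0.3% DMSO; schedule: dye 1 h 37 °C plus 30 min RT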
# NPY-Y1 antag: NPY-Y1 (human) receptor antagonism | P25929 | HEK293-CNG Y1 cells, membrane potential fluorescence; NPY at EC95, then isoproterenol | inhibition, % at 3.6 µM | 200,000 compounds, 1% hits;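 active = inhibition above the campaign mean inhibition of all tested compounds plus 3 SD, cut at about 20% in these data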;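 also: 0% = DMSO wells given NPY plus isoproterenol and 100% = isoproterenol alone without NPY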
# Target sequence (P25929 whole entry, looked up): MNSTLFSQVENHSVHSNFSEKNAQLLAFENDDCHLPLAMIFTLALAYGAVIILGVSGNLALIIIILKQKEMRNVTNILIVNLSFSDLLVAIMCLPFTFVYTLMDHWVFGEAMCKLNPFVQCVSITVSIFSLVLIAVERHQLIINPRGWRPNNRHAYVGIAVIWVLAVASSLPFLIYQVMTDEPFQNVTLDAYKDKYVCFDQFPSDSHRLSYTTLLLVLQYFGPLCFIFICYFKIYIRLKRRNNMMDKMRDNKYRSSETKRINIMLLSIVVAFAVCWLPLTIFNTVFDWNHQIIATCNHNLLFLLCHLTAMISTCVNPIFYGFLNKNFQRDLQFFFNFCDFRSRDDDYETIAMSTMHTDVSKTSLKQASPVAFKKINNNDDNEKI
#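 Material: Y1- and CNG-channel-expressing HEK293 cells / Probe or stimulus: NPY 25 nM then isoproterenol 1 µM plus Ro 20-1724 25 µM / Doses: 3.6 µM single dose, DMSO 0.4% / Schedule: compound incubation 1 h at room temperature, readout 45 min post-stimulation / Signal: membrane potential fluorescence / Benchmarks: isoproterenol-only wells as full block versus NPY-plus-isoproterenol wells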
# PPC-1+TRAIL kill: PPC-1 cancer cell killing with TRAIL present | PPC-1 cells + TRAIL, ATPLite viability luminescence | cell killing (% activity), % at 4 µM | 220,000 compounds, 0.41% hits | AID 1443;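 active = cell killing above 50% in the first pass at 4 µM, then a duplicate retest at 5 µM averaging 50% or more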;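 also: plate controls were cells with TRAIL plus DMSO for no effect and medium-only wells lacking cells for full effect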
# EP2 antag: blocks the human prostaglandin E2 receptor EP2. C6 glioma cells expressing human EP2, cAMP TR-FRET; cells stimulated with saturating PGE2. inhibition, % at 25 µM. 260,000 compounds, 0.52% hits;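 active = percent inhibition above 40 after rounding to a whole number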;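 also: rat C6 glioma host cells with rolipram phosphodiesterase inhibitor present; the protocol text gives 20 µM as final concentration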
# Target sequence (P43116 whole entry, looked up): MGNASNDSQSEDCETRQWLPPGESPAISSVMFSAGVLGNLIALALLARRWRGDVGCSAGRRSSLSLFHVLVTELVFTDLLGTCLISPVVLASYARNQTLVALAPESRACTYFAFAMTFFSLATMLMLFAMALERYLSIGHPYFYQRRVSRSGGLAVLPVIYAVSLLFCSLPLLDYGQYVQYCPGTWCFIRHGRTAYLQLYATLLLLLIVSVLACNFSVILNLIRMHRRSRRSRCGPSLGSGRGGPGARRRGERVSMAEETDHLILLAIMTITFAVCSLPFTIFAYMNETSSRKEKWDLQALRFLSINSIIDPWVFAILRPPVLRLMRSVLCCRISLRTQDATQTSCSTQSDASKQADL
# TRPML3 agonist: activates the human TRPML3 channel; 220,000 compounds, 0.29% hits; HEK293 TRPML3-YFP, Fluo-8 calcium fluorescence; 100% = the carbachol control signal; AID 1448; Q8TDD5; activation, % at 3 µM;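 active = activation above its plate's cutoff, the mean activation of the plate's test wells plus 3 SD, cut at about 12% in these data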;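 also: 0% = DMSO only wells and 100% = carbachol wells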
#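 Material: HEK293 cells stably carrying human TRPML3-YFP; compound dosing: single dose, 3 µM final nominal compound, 0.3% DMSO final; incubation: 1-h 37 °C dye load, 5-s basal, 120-s post-compound reads; technique: Fluo-8 intracellular calcium fluorescence, excitation 470-495 nm, emission 515-575 nm; read-out basis: percent activation from peak-to-basal fluorescence ratio, scaled between DMSO and carbachol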
# NPY-Y1 PAM-ag: human NPY-Y1 potentiation or agonism, primary screen. AID 1304. 220,000 compounds, 0.37% hits. activation, % at 3.6 µM. P25929. NPY-Y1 expressing cells, potentiator/agonist activation; in the data active = activation above about 33%, passing the limit was not always enough;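 also: cells stimulated with NPY at EC10 then isoproterenol at EC100; 0% = low agonist plus stimulus and 100% = saturating agonist plus stimulus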
# EP2 modulator: modulates human prostaglandin E2 receptor EP2 signaling. P43116. EP2-expressing cells, cAMP HTRF FRET, PGE2 co-stimulation. induction, % at 25 µM. 260,000 compounds, 0.83% hits. AID 940;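 active = compounds whose cAMP rise, as percent of the full-agonist control response, exceeds 60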;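 also: rat C6 glioma line stably carrying human EP2 under a CMV promoter; the protocol text gives 20 µM as final concentration; 100% = response of wells given 1 µM PGE2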
# An asterisk follows results filed as active; . = no result given; [ ] = another dose, or the depositor's remark.
SMILES,CHOP inhibitor,14-3-3 Bad inh,zfTRPN1 agonist,NPY-Y1 antag,PPC-1+TRAIL kill,EP2 antag,TRPML3 agonist,NPY-Y1 PAM-ag,EP2 modulator
COCCCN1CC23C=CC(O2)C(C(=O)OC)C3C1=O (configuration not stated),.,.,0.5,-2,.,16,0.5,4,.
Cc1ccc(S(=O)(=O)N2CCN(C(=O)c3n[nH]c(=O)c4ccccc34)CC2)cc1,0,-8,-1.5,1,29,6,-1.6,-10,-8
C/C(=N\NC(=O)CSc1nc2ccccc2s1)c1cccnc1,22,-2,1.6,.,28,14,-0.1,4,-28
COc1ccc(NC(=O)COC(=O)C23CCC(=O)N2c2ccccc2S3)cc1 (configuration not stated),20,0,0.3,2,14,7,1.2,-6,-1
O=C1c2ccccc2-c2nnc(-c3ccccc3)cc21,73*,0,-0.4,1,63*[5 µM],2,0.3,-6,3
CCCNC(=O)COC(=O)c1cc(SC)ccc1Cl,18,-4,-0.3,6,15,9,0.2,-7,14
Cc1nn(Cc2ccccc2Cl)c(C)c1NC(=O)CCCn1nc(C)c([N+](=O)[O-])c1C,-11,6[fluorescence artefact?],0.4,3,0,7,-1.0,3,-4
Cc1ccccc1NC(=O)Cn1nc(C(F)(F)F)cc1C1CC1,5,0,-0.7,1,15,6,0.5,-6,7
COCC(C)n1c(C)cc(C(=O)COc2ccc(S(=O)(=O)N3CCOCC3)cc2Cl)c1C (configuration not stated),8,-2,3.3,-2,8,9,1.0,9,-8
CCCn1cnc2cc(NCc3cccc(OC)c3)ccc21,22,3,-0.5,-2,-8,28,-0.5,-5,-19
COc1cccc(-n2nnc3c(=O)n(Cc4ccc(F)cc4)cnc32)c1,-22,-1,0.6,13,-37,9,0.3,-51,7
C=CCNC(=S)N1CCN(c2ncc3c(=O)c(C(=O)O)cn(CC)c3n2)CC1,0,17,0.8,1,11,7,-0.5,8,36
CC(C)(C)OC(=O)CC[C@@H](C(=O)N1CCN(C(=O)OC(C)(C)C)CC1)n1cc(C(Cc2ccc(O)cc2)NC(=O)OC(C)(C)C)nn1 (some centres not stated),11,-3,-3.8,-3,16,.,-1.7,6,-6
CCCn1c(SCC(=O)NCc2ccc(C)cc2)n[nH]c1=O,-7,-2,1.5,1,0,7,0.0,1,10
Cc1c(O)cc2c(c1O)C(=O)CC(c1ccc(O)cc1)O2 (configuration not stated),3,37,2.4,-4,-5,21,1.0,4,4
Cc1cc2c(=O)oc(-c3ccc(Br)cc3)nc2s1,-34,33,0.7,.,11,19,0.6,13,-22
CCCn1c(=O)[nH]c2ccccc21,8,-3,0.0,7,19,16,1.0,-16,13
FC(F)(F)c1cccc(Cc2noc(CN3CCCC(OCc4ccccn4)C3)n2)c1 (configuration not stated),21,2,-0.4,4,2,4,0.0,-4,-24
CCOc1ccc(NC(=O)COn2nnc3ccc(S(=O)(=O)N4CCOCC4)cc32)cc1,-30,-2,0.9,2,12,5,0.7,3,-6
C#CCOCCOCCOCCNc1nc(N2CCN(C(=O)C(Cc3cc4ccccc4[nH]3)n3cc(C(N)Cc4ccc(O)cc4)nn3)CC2)nc(N2CCN(C(=O)C(Cc3cc4ccccc4[nH]3)n3cc(C(N)Cc4ccc(O)cc4)nn3)CC2)n1 (configuration not stated),0,-24,0.3,3,23,.,0.5,-4,2

# The last two records of the part above come first, to join the parts.
SMILES,CHOP inhibitor,14-3-3 Bad inh,zfTRPN1 agonist,NPY-Y1 antag,PPC-1+TRAIL kill,EP2 antag,TRPML3 agonist,NPY-Y1 PAM-ag,EP2 modulator
CCOc1ccc(NC(=O)COn2nnc3ccc(S(=O)(=O)N4CCOCC4)cc32)cc1,-30,-2,0.9,2,12,5,0.7,3,-6
C#CCOCCOCCOCCNc1nc(N2CCN(C(=O)C(Cc3cc4ccccc4[nH]3)n3cc(C(N)Cc4ccc(O)cc4)nn3)CC2)nc(N2CCN(C(=O)C(Cc3cc4ccccc4[nH]3)n3cc(C(N)Cc4ccc(O)cc4)nn3)CC2)n1 (configuration not stated),0,-24,0.3,3,23,.,0.5,-4,2
CCN(CC)c1ccc(/C=C2/C(=O)N(c3ccc([N+](=O)[O-])cc3)N=C2N2CCOCC2)cc1,-25,6,0.9,8,-5,.,0.8,3,35
CCCOc1ccc(N2C(=O)CC(N(O)c3ccccc3)C2=O)cc1 (configuration not stated),11,-4,2.3,3,18,3,0.6,-3,6
Cn1c(SCc2nc3ccccc3c(=O)[nH]2)nnc1-c1ccco1,2,45,0.7,3,8,5,0.6,-9,8
COc1cc(Br)cc2cc(C(=O)OC3CCN(C)CC3)c(=O)oc12,.,.,0.1,3,.,7,0.9,7,.
Cc1cccc(-n2ncc3c(N4CC(C)CC(C)C4)ncnc32)c1 (configuration not stated),65,11,0.7,5,14,10,0.4,-18,8
Cc1c2c(n3c(nc4ccccc43)c1C#N)N(CCN1CCOCC1)CC2,-15,-11,0.6,-1,.,3,1.4,-12,22
Cc1nc2c(-c3ccc(Cl)cc3)c(C)[nH]n2c(=O)c1Cc1ccccc1,36,-12,3.5,-4,5,7,2.5,6,-37
O=C(CSc1nnc(SCc2ccc(Cl)cc2)s1)N/N=C/c1c[nH]c2ccccc12,92*,90*[fluorescence artefact?],2.3,-6,4,6,0.8,8,-5
Cc1ccc(-c2n[nH]c(=S)n2/N=C/c2sccc2C)cc1,-4,-7,-3.1,.,-3,4,-1.8,-21,6
CCCCCCCCCS(=O)(=O)N/N=C/c1cccc([N+](=O)[O-])c1,99*,.,0.5,8,21,10,0.3,-24,27
CCOC(=O)CNC(=O)c1ccc2c(c1)OCCO2,48,-10,1.3,1,22,14,0.3,9,69*
C/C(=N\NC(=O)CNC(=O)C1COc2ccccc2O1)c1ccc(Cl)cc1 (configuration not stated),20,-2,-0.6,.,10,9,-0.2,4,-35
COc1ccc(-n2cnnc2SCC(=O)Nc2cccnc2Cl)cc1,6,-1,2.7,1,-10,4,0.6,-4,11
CN(CCC#N)C(=O)COC(=O)c1ccc(Cl)c(S(=O)(=O)N(C)c2ccccc2)c1,-10,-3,1.9,2,20,2,1.0,4,-33
CCCOC(=O)CCn1c(=S)oc2ccccc21,17,13[fluorescence artefact?],-1.7,-7,11,5,-0.3,1,7
COC(=O)C1(CCSC)NC(c2ccccc2OC)C2C(=O)N(C)C(=O)C21 (configuration not stated),19,-19,-0.3,4,-21,8,0.5,0,13
COc1cccc(C(=O)NNC(=O)C2CC(C)=C(C)CC2C(=O)O)c1 (configuration not stated),11,-4,0.5,11,-21,8,0.3,-20,21
CCOc1cccc2sc(N(CCCN(C)C)C(=O)c3ccc(S(=O)(=O)N(C)c4ccccc4)cc3)nc12,17,-1,1.3,21*,1,18,0.6,-34,-69
Cc1ccc(C)c(/C=N/NC(=S)NC(C)C)c1,-5,2,-2.7,1,12,12,-1.9,-12,18
COc1ccc(OC)c(-c2c[n+](=O)c3c(n2[O-])CCCC3)c1,4,5,0.5,2,-2,2,0.2,-12,24
COC(=O)CCC(=O)NNC(=O)c1cccc(Br)c1,-14,-5[fluorescence artefact?],-0.7,-2,19,6,0.4,-9,0
Cc1ccc2ncccc2c1NC(=S)NC(=O)c1ccccc1,14,-3,1.9,8,1,8,0.5,-12,-16
O=C(CSc1nc2c(sc3ccccc32)c(=O)n1CCO)NCc1ccco1,-33,0,0.0,-9,18,8,0.8,24,-21
O=C(NCCc1c[nH]c2ccccc12)C(=O)NCC(c1ccco1)N1CCN(c2ccccc2F)CC1 (configuration not stated),24,5,0.3,0,-1,8,0.3,22,-52
CCC(C)(C)n1nnnc1C(c1ccc(OC)c(OC)c1)N1CCN(c2ccc(F)cc2)CC1 (configuration not stated),-4,21,0.5,10,19,3,0.5,-18,8
COc1ccc(Cc2[nH]n3c(=O)cc(C)nc3c2-c2ccccc2)cc1,-8,-29,0.1,4,10,7,0.2,5,-42
COc1ccc(C(=O)C(OC(=O)c2ccccc2Cl)c2ccccc2)cc1 (configuration not stated),-8,1,1.3,10,17,5,1.4,-22,31
CNc1ccc(/C=C/C(=O)c2ccc(C)cc2)cc1[N+](=O)[O-],-29,0[fluorescence artefact?],0.6,3,24,10,1.2,14,-8
CCOc1cc(CNCCCN2CCOCC2)cc(Br)c1OCc1ccccc1Cl,57,0,1.6,4,7,10,1.3,13,-61
[O-]/C(=C(\C(=S)NCc1ccco1)[n+]1ccccc1)c1ccccc1Br,12,-8,-0.2,-4,12,28,0.9,11,-19
N#Cc1cc(-c2cccc(Cl)c2)c[nH]c1=O,5,8,1.5,-3,17,5,-0.6,1,9
CCOc1ccc(/C=N/OC(C)C(=O)NCc2ccc3c(c2)OCO3)cc1 (configuration not stated),1,0,0.4,15,25,9,-0.1,-20,-48
O=C(O)C1=C[C@H](c2csc3ccccc23)C[C@H](OCc2ccc(CO)cc2)O1,4,3,-2.2,12,17,16,0.5,-21,-26
CCN(CC)C(=O)CSC(Nc1cccc(F)c1)=C(C#N)C#N,-26,5,4.5,.,5,6,2.7,5,-13
CCOC(=O)NCN1C(=O)C2C3C=CC(C3)C2C1=O (configuration not stated),-10,8,1.4,-5,25,15,0.5,0,12
CC(/C=C/c1ccc(Cl)o1)=C\C(=O)O,.,.,-0.5,4,23,13,0.6,-10,.
CC(C)(O)C(=O)NNC(=S)NCc1ccco1,18,-2,0.1,2,-6,5,1.2,4,9
CC(=O)N(c1nc(/C=C\C(=O)O)cs1)c1ccccc1F,-19,3,1.6,.,-10,3,0.7,7,25
CCN1c2ccccc2-c2nc3ccccc3n2C1c1cccnc1 (configuration not stated),16,-3[fluorescence artefact?],0.2,-1,23,-2,-0.8,-14,16
CC(=O)c1c(C)[nH]c(C(=O)CSc2nnc(N)s2)c1C,4,-1,0.7,2,20,14,1.1,22,-12
CCc1ccc(CCC(=O)Nc2ccc(C)cc2C)o1,29,4,-0.2,-2,3,3,-1.4,10,-2
O=C(O)[C@H](Cc1ccccc1)NC(=O)N1CCN(c2cccc(C(F)(F)F)c2)CC1,10,8,-0.2,.,-6,10,0.1,-2,15
CCN(CC)c1ccc(C=O)c(OC)c1,1,-10,0.2,-6,-5,6,-0.2,16,12

# Taken from above:
# FC(F)(F)c1cccc(Cc2noc(CN3CCCC(OCc4ccccn4)C3)n2)c1 (configuration not stated) in EP2 modulator reads -24
# CCOC(=O)CNC(=O)c1ccc2c(c1)OCCO2 in 14-3-3 Bad inh reads -10

# An excerpt; the hit share may differ from the screen's.
